# High-throughput results: PubChem BioAssay, National Center for Advancing Translational Sciences (NCATS)
# N370S GC mod = N370S glucocerebrosidase modulation, Gaucher chaperone candidate; P04062; N370S GC spleen homogenate, 4MU-glucoside fluorescence; Potency, µM (series often up to 59.4 µM), inactives show top-dose activity change, negative = inhibition, hits mostly inhibitors; hit rate 0.092% among 330,000;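 note: 0% = full enzyme activity and -100% = no enzyme basal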
# FEN1 inhibitor = blocks human flap endonuclease 1 | Recombinant FEN1 flap cleavage, fluorescence, 15 min | Potency, µM (highest dose often 114 µM), inactives show at the highest dose activity change, negative = inhibition, usual class: inhibitors | hit rate 0.35% among 390,000; note: nearly all actives have a fitted effect of over 65% in size
# Target sequence (P39748 whole entry, looked up): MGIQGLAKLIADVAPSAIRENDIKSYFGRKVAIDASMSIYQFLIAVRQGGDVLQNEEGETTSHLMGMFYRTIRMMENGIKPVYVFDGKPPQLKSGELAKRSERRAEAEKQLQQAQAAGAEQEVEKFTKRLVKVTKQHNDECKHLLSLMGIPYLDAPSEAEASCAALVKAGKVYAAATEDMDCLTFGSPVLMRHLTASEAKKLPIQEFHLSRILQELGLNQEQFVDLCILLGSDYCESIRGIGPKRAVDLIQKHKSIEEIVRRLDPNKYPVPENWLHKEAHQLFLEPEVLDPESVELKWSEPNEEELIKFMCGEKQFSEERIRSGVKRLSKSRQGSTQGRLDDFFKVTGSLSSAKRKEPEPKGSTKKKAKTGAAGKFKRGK
#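 Potency values derive from four-parameter Hill fits of normalized qHTS data. The reaction used 10 nM FEN1 preincubated 15 min at room temperature with compound, then 50 nM DNA substrate, read at 0 and 15 min.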
# TDP1 cell CPT = growth inhibition of DT40 Tdp1-/-;hTDP1 cells with camptothecin (screen for TDP1 inhibitors); Potency, µM (series often up to 46.2 µM), without a hit: at the highest dose activity change, negative = growth inhibition, most hits filed as inhibitors; hit rate 12% among 420,000; AID 686979; chicken DT40 Tdp1-/-;hTDP1 cells + 20 nM CPT, ATP luminescence, 48 h; note: nearly all actives have a fitted effect of over 55% in size
#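 Cell growth measured by CellTiter-Glo luminescence after a minimum 48 h, 37 C compound exposure with 20 nM CPT in Tdp1-knockout DT40 cells stably expressing hTDP1, seeded 400/well; qHTS titration format.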
# Numbers without * were called inactive; ? = inconclusive; nt = not tested or not shown; & = joins results of further samples; ! = a repeat was not active; [ ] = another dose, or the depositor's remark. Calls come from the whole dose curve; as a rule, active = well fitted curve in the direction sought with a large enough effect; inconclusive = small, poorly fitted or top-dose-only effect, or another doubt; inactive = no such curve, though single readings can be large; an effect the other way counts as inactive or inconclusive. Unless noted, % is set by controls: 0 for no effect and ±100 for the full control effect; potency is the fitted concentration of half-maximal effect. The list is partial (hit frequency here may not be typical).
cpd	mol	N370S GC mod	FEN1 inhibitor	TDP1 cell CPT
1	Cc1ccc(S(=O)(=O)NCc2ccccc2)cc1C(=O)N1CC(C)CC(C)C1 (stereo unspecified)	-7%	6%	?
2	O=C(/C=C/c1cccc([N+](=O)[O-])c1)c1ccco1	-2%	3%	4.6µM*
3	COc1ccccc1CN1CC[C@@]2(CCCN(C(=O)c3ccco3)C2)C1	-4%	nt	?
4	Cc1onc(-c2ccccc2)c1C(=O)Nc1ccc2c(c1)OCCO2	-2%	8%	?
5	O=C(Cc1c(C(=O)O)[nH]c2ccccc12)Nc1cccc(C(F)(F)F)c1	nt	10%	8%
6	CCOC(=O)c1ccc2c(c1)nc(-c1ccc(F)cc1)c1nccn12	10%	14%	-1%
7	N#Cc1c2c(c(-c3ccccc3)[nH]c1=O)CCCC2	-14%	-8%	-5%
8	CCn1c(COc2cccc3cccnc23)nnc1SCC(=O)OC	-3%	3%	0%

# Shown as labelled records: part of the list above.
3. COc1ccccc1CN1CC[C@@]2(CCCN(C(=O)c3ccco3)C2)C1
  N370S GC mod: -4%; FEN1 inhibitor: nt; TDP1 cell CPT: ?
4. Cc1onc(-c2ccccc2)c1C(=O)Nc1ccc2c(c1)OCCO2
  N370S GC mod: -2%; FEN1 inhibitor: 8%; TDP1 cell CPT: ?
5. O=C(Cc1c(C(=O)O)[nH]c2ccccc12)Nc1cccc(C(F)(F)F)c1
  N370S GC mod: nt; FEN1 inhibitor: 10%; TDP1 cell CPT: 8%
6. CCOC(=O)c1ccc2c(c1)nc(-c1ccc(F)cc1)c1nccn12
  N370S GC mod: 10%; FEN1 inhibitor: 14%; TDP1 cell CPT: -1%

# An excerpt of these results, with each value named:
6. CCOC(=O)c1ccc2c(c1)nc(-c1ccc(F)cc1)c1nccn12
  N370S GC mod = 10%
  FEN1 inhibitor = 14%
  TDP1 cell CPT = -1%

7. N#Cc1c2c(c(-c3ccccc3)[nH]c1=O)CCCC2
  N370S GC mod = -14%
  FEN1 inhibitor = -8%
  TDP1 cell CPT = -5%

# (further entries)
cpd	mol	N370S GC mod	FEN1 inhibitor	TDP1 cell CPT
9	COc1cccc2c1C(=O)c1c(O)c3c(c(O)c1C2=O)C[C@@](O)(C(=O)CO)C[C@@H]3O[C@H]1C[C@H](N)[C@H](O)[C@H](C)O1	16%&-5%	-9%	0.21µM*!
10	O=C(O)/C=C/c1cn(Cc2ccccc2)nc1-c1ccc(Cl)cc1	20%	13%	-9%
11	O=C(O)CN(Cc1ccccc1)S(=O)(=O)c1ccc2c(c1)OCCO2	6%	-2%	7%
12	O=C(CCC(=O)c1cccs1)NNC(=O)c1ccccc1O	-13%	-4%	5%
13	C=C1CCN(C(CC(C)C)C(=O)NCCCc2ccccc2)S(=O)(=O)c2ccccc21 (stereo unspecified)	0%	-3%	nt
14	FC(F)Oc1ccc(/C=N/NC(=S)Nc2cc(C(F)(F)F)ccc2Cl)cc1	6%	4%	?
15	CC1(C)Cc2c(cnn2-c2ccc(F)cc2)C(NC(=O)c2cnccn2)C1 (stereo unspecified)	nt	1%	?
16	C/[N+]([O-])=C/c1c(OCc2ccc(Cl)cc2Cl)ccc2ccccc12	5%	-1%	-15%
17	O=C(CCCN1C(=O)/C(=C/c2ccccc2Cl)SC1=S)NCCCN1CCOCC1	?	-7%	21µM*
18	Cc1ccc(C)c(Nc2cc(C)nc3ncnn23)c1	1%	0%	29%
19	Cc1cc(NC(=O)CSc2nccn2-c2ccc(Cl)cc2)no1	2%	3%	?
20	CC(=O)c1cccc(OCC(=O)N(C)CC(=O)Nc2ccc(F)cc2)c1	0%	7%	-19%
21	COc1cc(S(=O)(=O)N2CCN=C2c2ccccc2)c(OC)cc1Cl	5%	-1%	-1%
22	CCCC(C)n1[nH]c(=O)cc1N (stereo unspecified)	3%	-4%	-21%
23	CCOc1cccc(/C=C2/NC(=O)N(CC(=O)Nc3cccc(C)c3)C2=O)c1O	10%	4%	0%
24	CC(C)C[C@@]12C(=O)N(c3cccc(Br)c3)C(=O)N1[C@H](c1ccc(F)cc1)[C@@H]1C(=O)N(C3CCCCC3)C(=O)[C@@H]12	1%	0%	1%
25	Cc1ccc(C(=O)O)cc1N1C(=O)CCCC1=O	-3%	-4%	9%
26	Cc1cccc(C)c1OCC(=O)Nn1c(COc2ccccc2)nc2ccccc2c1=O	-4%	-18%	-28%
27	FC(F)(F)c1ccc(CN2C[C@@H]3C(c4ccc(C(F)(F)F)cc4)C4(c5cccnc5)CC3(C4)[C@H]2c2ccccc2)cc1 (stereo partly specified)	-13%&-1%	-24%	15µM*
28	CCOC(=O)c1sc(NC(=O)CCSC)nc1C	7%	5%	?
29	CN(C#N)c1nc(N2CCOCC2)nc(N2CCOCC2)n1	nt	9%	?
30	O=C(Cn1nc(C(=O)O)c2ccccc2c1=O)Nc1ccccc1C(F)(F)F	-9%	12%	-3%
31	CCOc1ccc(NC(=O)CN(C)C(=O)CN2C(=O)C3CC=CCC3C2=O)cc1OCC (stereo unspecified)	3%	2%	5%
32	Cc1[nH]n(-c2ccccc2)c(=O)c1N=Nc1cccc(S(=O)(=O)N2CCOCC2)c1	1%	-1%	?
33	CC(C)Oc1ccc(C(=O)N(Cc2ccco2)c2ccccn2)cc1	nt	11%	-26%
34	O=C(CCN1C(=O)/C(=C/c2cccs2)SC1=S)NC1=NCCS1	17%	-1%	-7%
35	Cc1ccc(CN2CC(C(=O)Nc3ncccc3C)CC2=O)cc1 (stereo unspecified)	-16%	-1%	13%
36	COC(=O)c1sc2ncccc2c1-n1c(C)ccc1C	nt	-5%	-16%
37	O=C1SCC(c2ccc(Cl)cc2Cl)=NN1Cc1nnc(-c2ccccc2)o1	16%	17%	-7%
38	Cc1ccc(S(=O)(=O)NCC(=O)N(CC(=O)NCC2CCCO2)Cc2ccccc2)cc1 (stereo unspecified)	1%	1%	-6%
39	CCc1ccc(C(=O)Nc2ccc(OC)c(S(=O)(=O)N3CCOCC3)c2)cc1	1%	0%	7%
40	C[C@H](CO)N1C[C@H](C)[C@@H](CN(C)S(=O)(=O)c2cccs2)Oc2ccc(NS(=O)(=O)c3ccccc3)cc2CC1=O	nt	-13%	?
41	CCOC(=O)C(=O)NCC(c1cccs1)S(=O)(=O)c1ccc(C)cc1 (stereo unspecified)	-11%	4%	-17%
42	N#Cc1c(SCC(=O)Nc2nccs2)sc2c(O)cc(=O)[nH]c12	-2%	45µM*	-4%
43	O=c1c2ccccc2nc2n1CC/C2=C\N1CCN(c2ccc([N+](=O)[O-])cc2)CC1	nt	1%	-22%
44	O=C(NNc1ncnc2c1cnn2-c1ccc(F)cc1)c1cccs1	-5%	-6%	-2%
45	COC(=O)C1=C(C)N(CC2CC2)C(=O)N[C@H]1c1ccc(Br)cc1	19%&19%	6%	23µM*
46	O=C(O)CCC(=O)Nc1nc2nccc(-c3ccccc3)n2n1	-14%	3%	-9%
47	Cn1c(/C(C#N)=C(\O)c2ccc([N+](=O)[O-])cc2)nc2ccccc21	1%	-2%	?
48	CC(C)(C)n1nc2c(c1NC(=O)c1ccc(Cl)c([N+](=O)[O-])c1)CS(=O)(=O)C2	-9%	17%	-26%
49	CC(C)(C)S(=O)(=O)N1C[C@@H]2CC/C=C\C/C=C\2[C@H]1CCO	nt	14%	13µM*
50	O=C(c1ccco1)N1CCN(c2nc3c(F)cc(F)cc3s2)CC1	nt	12%	?
51	Cc1ccc(N2C(=O)C3CCCN3C2=S)c(C)c1 (stereo unspecified)	nt	-4%	-20%
52	COc1ccc(CNC(=O)c2cnc3cc(C)ccn3c2=O)cc1	-8%	-3%&-9%	?
53	COc1ccc(NC(=O)c2nn(C)c(C(=O)Nc3ccc(OC)cc3)c2[N+](=O)[O-])cc1	1%	-16%	-13%
54	Cc1cc(=O)[nH]c2c1c(C)nn2C(C)(C)C	3%	0%	-6%
55	O=C1c2ccccc2NC(c2cccnc2)N1c1ccccc1F (stereo unspecified)	11%	1%	-21%
56	OCC(O)C1OC(c2ccccc2)OC(CO)C1O (stereo unspecified)	nt	6%	1%
57	O=C(Cc1cccs1)Nc1cccc(-c2nc3ccccc3o2)c1	-14%	3%	-22%
58	CCOc1ccc(NC(=O)CSc2nc3ccccc3nc2N2CC(C)OC(C)C2)cc1 (stereo unspecified)	1%	10%	23µM*
59	CC(C)(C)NC(=O)CC1C[C@H](C(=O)N2CCOCC2)[C@@]2(C)c3[nH]c4ccccc4c3CCN2C1=O (stereo partly specified)	nt	3%	-10%
60	CCN1CCS/C1=C/C=C/C1=[N+](CC)CCS1	7.9µM*	-1%	0.18µM*
61	O=C1c2ccccc2C(=O)N1OCc1ccccc1[N+](=O)[O-]	26%	-17%	-4%
62	Cc1onc(-c2ccccc2Cl)c1C(=O)NC(=S)Nc1ccccc1F	3%	3%	1%
63	CC1(C)CC(=O)C2=C(C1)OC(N)=C(C#N)[C@@H]2c1ccccc1[N+](=O)[O-]	11%	4%	?
64	COc1ccc2cc(C(c3nnnn3CCc3ccccc3)N3CCCC(C)C3)c(=O)[nH]c2c1 (stereo unspecified)	0%	-5%	?

# Next structures.
cpd	mol	N370S GC mod	FEN1 inhibitor	TDP1 cell CPT
65	CCCCOc1ccc(CSC(=N)N)cc1Cl	-19%	-10%	15µM*
66	Cc1ccc(-c2nnn(CC(=O)N(CCN3CCOCC3)C(C(=O)NC(C)(C)C)c3ccc(C)o3)n2)cc1 (stereo unspecified)	4%	-4%	-7%
67	CC(C)CCNC(=O)C(Cc1ccccc1)NS(=O)(=O)c1ccc2c(c1)c(=O)n(C)c(=O)n2C (stereo unspecified)	-1%	12%&-1%	-25%&-10%
68	COc1cc(/C=C(/Sc2nnc(-c3ccc(F)cc3)o2)C(=O)O)ccc1OC(F)F	-8%	1%	?
69	Cc1cc(O)c(NC(=S)NC(=O)c2ccc(-c3ccc(Cl)cc3)o2)cc1C	-15%	0%	?
70	COc1ccc(S(=O)(=O)N2CCCCC2)cc1NC(=O)c1cc([N+](=O)[O-])ccc1N1CCOCC1	-3%	3%	?
71	COc1cccc(OC)c1C(=O)Nc1nnc(C(C)C)s1	-10%	-17%	-1%
72	O=C(CCCn1c(=S)[nH]c2cc3c(cc2c1=O)OCO3)N1CCN(c2ccccn2)CC1	1%	4%	?
73	COC(=O)c1cccc(S(=O)(=O)N2CCCCC2)c1	-26%	-4%	-13%
74	COC(=O)CCC(=O)Nc1ccc(OC)cc1	4%	-5%	-1%
75	COc1cc2c(cc1Cl)/C(=C\CCN(C)C)c1ccccc1S2	-11%	-22%	18µM*
76	CC(=O)c1ccccc1NC(=O)CSCc1nc2sc(C)c(C)c2c(=O)[nH]1	4%	-5%	-26%
77	O=C(CCC(=O)n1ncc2ccccc21)N1CCCCC1	-3%	-1%	-8%
78	Cc1ccccc1NS(=O)(=O)c1cc2c3c(c1)CC(=O)N3CCC2	-6%	-4%	-2%
79	[2H]c1c([2H])c([2H])c(C(=O)c2sc(N3CCCCCC3)nc2-c2ccccc2)c([2H])c1[2H]	?	-9%	?
80	COC(=O)c1ccc2nc(-c3ccc(S(C)(=O)=O)cc3)cn2c1	5%	3%	3%
81	CSc1ccc(-c2c(C#N)c(N)nc3c2c(C)nn3-c2ccccc2)cc1	4%[2.35 µM]	-6%	?
82	COC(=O)c1ccc(CNC(=O)/C=C/c2cc([N+](=O)[O-])ccc2OC(F)F)cc1	-6%	-1%	-6%
83	COC(=O)C1=C(N)Oc2c(oc(CO)cc2=O)C1c1ccc(F)cc1 (stereo unspecified)	4%	10%	6%
84	C=CCC1(CC=C)CCCN1C(=O)c1cc(COc2ccc(C)nc2)on1	-13%	12%	2.6µM*
85	CCOC(=O)C(C(=O)Nc1ccccc1)C1CCCCC1 (stereo unspecified)	-21%	2%	1%
86	CC(=O)c1cccc(-n2c(CCC(=O)O)ccc2-c2cccs2)c1	2%	-1%	-30%
87	CCCNC(=O)CSc1nnc(C)s1	24%	11%	-9%
88	CCOc1ccccc1N1CC(C(=O)Nc2cc(S(=O)(=O)N3CCOCC3)ccc2OC(C)C)CC1=O (stereo unspecified)	nt	19%	?
89	CC1CCC2(CC1)NC(=O)N(CC(=O)Nc1cccnc1Cl)C2=O (stereo unspecified)	nt	-13%	7%
90	COc1cccc(CNC(=O)Cn2c(=O)ccc3cc(S(=O)(=O)N4CCCC4)ccc32)c1	nt	0%	-22%
